Bioassay records deposited in PubChem BioAssay by several laboratories.
HSP90 inh: HSP90 refolding inhibition in rabbit reticulocyte lysate | luciferase refolding luminescence, 3 h | inhibition, % at 5.6 µM | 290,000 compounds, 0.91% hits;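 active = inhibition above the screen-wide mean plus 3 SD, computed separately per campaign, cut at about 16% in these data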;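 note: 0% = DMSO wells and 100% = 60 µM geldanamycin wells; inhibitors lower the luminescence because luciferase stays unfolded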
HIF act: HIF pathway transcriptional activation; U2OS HRE-luciferase reporter, luminescence; normalized: DMSO 0%, desferrioxamine 100%; activation, % at 7.5 µM (by protocol); 300,000 compounds, 0.32% hits; AID 1910;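 active = mean activation of at least 10% of the iron chelator positive control signal, with at least half of replicates also reaching 10%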
AI-2 QS modul: modulators of Vibrio harveyi AI-2 quorum sensing system. Vibrio harveyi JMH597 AI-2 luminescence/OD600 ratio, 9 h; hits give low values; strain lacks LuxN and CqsS sensors; 0 = neutral-control median. activity change, % at 7.5 µM. 300,000 compounds, 0.4% hits. AID 2094; in the data active = activity change below about -75%, passing the limit was not always enough;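 note: luminescence divided by OD600 gain over 9 h not by final OD600 alone; inactives centre near 13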
HSF-1 act: increases HSF-1 driven luciferase reporter signal; NIH3T3-HGL HSF-1 luciferase reporter, MG132, 8 h; 100% = twice DMSO control signal; activation, % at 9 µM; 300,000 compounds, 1.7% hits; AID 504408;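 active = mean replicate activation of at least 50% with a set share of replicates each reaching 50%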;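 note: 0% = median of the neutral control wells and 100% = twice that signal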
IEC-6 cytotox: kills IEC-6 intestinal cells in KLF5 counter-screen; AID 1825; 290,000 compounds, 0.78% hits; inhibition, % at 5 µM; IEC-6 cytotoxicity, luminescence viability; in the data active = inhibition above about 22%;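 note: 0% = plate median of test compound wells and 100% = cytotoxic reference compound wells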
Platelet DG rel: platelet dense granule release activity. 300,000 compounds, 0.22% hits. inhibition, %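 (compounds screened at 7.5 µM in platelet-rich plasma)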. human platelet-rich plasma, SFLLRN dense granule ATP release, luminescence. AID 1663;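 active = mean replicate score, as percent of positive control, at or above 50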
KLF5 inh: inhibitors of KLF5 expression. AID 1700. DLD-1 KLF5 promoter-luciferase reporter, luminescence. 290,000 compounds, 0.23% hits. inhibition, % at 5 µM;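 active = inhibition above a per-plate limit of that plate's mean compound inhibition plus 3 SD, cut at about 60% in these data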;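 note: 0% = DMSO wells and 100% = LY294002 at 200 µM; higher means less KLF5 promoter-driven luciferase light; inactives centre near -14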
HSF1 inhib: HSF1 inhibition; 300,000 compounds, 0.77% hits; activity change, negative = inhibition, % at 7.5 µM (by protocol); NIH3T3-HGL HSE-luciferase, MG132-induced, luminescence 8 h; hits give low values;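 active = more than half of replicate wells show activity change below -50%, luminescence cut by over half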;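 note: luciferase reports HSF-1 transcriptional activity via heat shock element; 0% = median of DMSO wells and -100% = zero luminescence signal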
aSyn 5UTR inh: 5' untranslated region of α-synuclein, MLPCN primary screen | alpha-synuclein 5'UTR reporter, inhibitor activity | inhibition, % (tested at 7.5 µM) | 300,000 compounds, 0.82% hits; in the data active = inhibition above about 60%;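 note: H4 neuroglioblastoma cells stably carrying SNCA 5'UTR luciferase fusion; 0% = DMSO wells and 100% = positive control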
SKKanGAS inh: SKKanGAS growth inhibition | 300,000 compounds, 1.3% hits | AID 1662 | inhibition, % at 7.5 µM | S. pyogenes SKKanGAS, kanamycin growth, BacTiter-Glo, 6 h;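 active = mean replicate score, as percent of positive control median, at least 50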;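 note: strain carries kanamycin resistance gene driven by streptokinase promoter and grows in 40 µg/ml kanamycin; loss of luminescence reflects streptokinase promoter inhibition or plain growth inhibition; 0% = median of DMSO wells and 100% = positive control at its reference dose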
The depositor's hits bear a star; . = not tested or not shown.

The line under a structure holds: HSP90 inh	HIF act	AI-2 QS modul	HSF-1 act	IEC-6 cytotox	Platelet DG rel	KLF5 inh	HSF1 inhib	aSyn 5UTR inh	SKKanGAS inh
1) CC1CN(CCOc2cccc(Oc3ccccc3)c2)CC(C)O1 (stereo unspecified)
  -6	-0.5	-8	-15	-5	2	-4	1	10	5
2) CC(C)Oc1ccc(C(CC(=O)O)NC(=O)Cc2ccc(Cl)cc2)cc1 (stereo unspecified)
  -2	0.2	14	-6	-4	-2	-10	8	12	-2
3) Cc1cc(-c2nnc(SCC(=O)Nc3ccc(F)c(F)c3)n2N)n[nH]1
  -4	0.2	11	6	-3	-13	-48	2	14	-3
4) CCOC(=O)N/N=C/c1cccc(Cl)c1Cl
  4	0.5	11	21	-3	-1	-40	7	-97	-4
5) Cc1ccc(NC(=O)CNc2ccc(OC(C)C)cc2)c(C)c1
  0	-0.2	22	.	-1	16	-25	.	-25	.
6) CCOC(=O)c1c(NC(=O)C(F)(OC)C(F)(F)F)sc(C(=O)N2CCCCC2)c1C (stereo unspecified)
  3	0.0	19	10	11	-1	10	5	53	1
7) CN(C)/C=N/c1ncc(C(=O)c2ccc(-c3ccccc3)cc2)s1
  -3	1.8	17	2	4	14	-29	16	-4	16
8) CCCS(=O)(=O)N1CCC(C(=O)Oc2ccc(OC)cc2)CC1
  -5	-17	22	6	-2	1	-3	-1	5	1
9) O=S1(=O)CCN(Cc2ccc(Cl)c(Cl)c2)CC1
  3	0.0	6	4	1	1	15	-3	14	-2
10) Cc1ccc(-c2noc(CN3CCN(C(c4ccccc4)c4ccccc4)CC3)n2)cc1
  -1	0.5	6	5	4	-5	-1	0	8	4
11) C=CCN1C(c2ccc(Br)cc2)=CS/C1=C(/C#N)c1nnc(N2CCOCC2)n1-c1ccccc1
  4	0.0	17	5	2	0	-20	0	-2	-3
12) CC1CCC(NC(=O)c2cnccn2)CC1 (stereo unspecified)
  3	0.6	-2	27	3	-8	0	-5	-11	-14
13) CN(C)S(=O)(=O)c1ccc(N2CCCC2)c(C(=O)NC2CCC(O)CC2)c1 (stereo unspecified)
  .	0.3	23	-7	.	-8	.	-1	12	-8
14) CC(C)(C)NC(=O)/C=C/c1cccc(C(F)(F)F)c1
  1	1.0	20	5	-1	8	-34	1	6	5
15) Nc1nc(-c2ccccc2)nc2sc3c(c12)CCCC3
  -3	1.3	2	85*	1	-11	-129	39	-139	-7
16) COc1ccc(OC)c(/C=N/N=C2\SCC(=O)N2Cc2ccco2)c1
  1	-0.2	-7	9	-1	-2	-14	-5	-26	-16
17) CN(Cc1ccc(OCC(O)CN(C)Cc2ccccc2)cc1)Cc1nccn1C (stereo unspecified)
  8	1.4	24	20	0	6	4	2	-5	2
18) C=CCNc1nc(NC(C)(C)CO)nc(OCC)n1
  2	-0.2	13	-2	-6	-3	-14	-7	-23	7
19) CS(=O)(=O)N(CC(=O)Nc1c(F)cccc1F)Cc1ccccc1
  4	1.1	0	10	3	-5	-38	-2	-24	-2
20) O=C(O)c1ccc2c(=O)n(-c3ccccc3F)c(=S)[nH]c2c1
  3	0.2	0	6	7	0	3	-1	-17	-1
21) COc1ccc(N2C(=O)CCC(C(=O)N3CCCCC3)C2c2ccc(F)cc2)cc1 (stereo unspecified)
  1	-0.1	45	9	-3	-4	-55	-2	2	3
22) Cc1ccc(NC(=O)CCC(=O)NNC(=O)COc2ccc([N+](=O)[O-])cc2)c(C)c1
  -5	.	26	.	2	.	-8	.	.	.
23) Cc1nnc2ccc(N3CCN(c4ccccn4)CC3)nn12
  -1	0.3	16	12	-2	11	-9	5	6	0
24) O/N=C1\CCCCc2ccccc21
  3	-0.1	6	.	-5	-4	-9	.	-13	1
25) COC(=O)COc1nc(C)c2c(c1C#N)CC(C)(C)OC2
  3	-0.2	8	-10	1	1	4	-2	21	-2
26) Nc1ccc(SCC(=O)Nc2cccc([N+](=O)[O-])c2)cc1
  0	3.3	21	18	0	-1	1	12	-42	4
27) COc1ccc(S(=O)(=O)Nc2cc3c4c(c2)CCC(=O)N4CCC3)cc1C
  .	-0.1	12	9	.	2	.	-1	14	7
28) COc1ccccc1C(=O)Nc1ccc2c(c1)C(=O)NC2=O
  -2	-0.2	11	14	2	-2	-30	6	-31	-2
29) Cc1ccc(Nc2nc(N3CCOCC3)nc(N3CCOCC3)n2)cc1Cl
  -2	-1.2	6	16	68*	-11	-20	-1	-12	7
30) O=S(=O)(N/N=C1/CCCc2ccccc21)c1ccc(Br)cc1
  1	0.0	-4	9	-1	.	-46	-1	3	10
31) Cc1cc(NC(=O)Cc2ccccc2)ccc1NC(=O)c1cccs1
  3	.	19	.	-5	.	-5	.	.	.
32) O=C(CC1SC(=O)N(Cc2ccccc2Cl)C1=O)Nc1nccs1 (stereo unspecified)
  0	1.3	32	5	-3	-2	-14	7	16	-9
33) CCCc1nc(SCC(=O)c2ccc(OC)cc2)c2ccccc2n1
  1	0.7	8	27	-1	0	-39	1	-39	30
34) COc1ccc(OC)c(N=Cc2c(O)c3ccccc3oc2=O)c1
  -3	-1.0	20	26	2	0	-10	5	2	1
35) c1ccc2c(NC3=NCCCCS3)cccc2c1
  -1	1.3	9	14	-1	-7	-49	-10	-9	0
36) S=C1NC2=C(CCCC2)C2(CCCCC2)N1
  0	0.2	0	3	0	2	3	0	11	-6
37) NC(=O)CC(NC(=O)c1ccc(Br)cc1)c1ccc(N2CCCCCCC2)c([N+](=O)[O-])c1 (stereo unspecified)
  3	-0.7	17	10	2	10	-22	13	-9	46
38) COc1cccc(-c2nn(C)c3sc(C(=O)NCc4ccco4)cc23)c1
  0	0.2	-10	36	-2	5	-33	24	-28	6
39) Cc1c(C(=O)Nc2ccc(Nc3ccccc3)cc2)cccc1[N+](=O)[O-]
  1	-19	16	14	0	-9	-33	5	-48	-2
40) CCc1ccc(C(=O)c2ccccc2C(=O)O)s1
  4	-40	24	-12	6	-3	-12	-2	-1	19
41) N/C(=N\OC(=O)c1ccc(Br)cc1)c1cccc([N+](=O)[O-])c1
  -9	1.0	-11	31	-3	1	-98	20	-179	-7
42) CC(OC(=O)CNC(=O)c1ccco1)C(=O)N(C)c1ccccc1 (stereo unspecified)
  -1	-1.1	28	-35	5	-5	-6	-20	0	2
43) CC1CCCCN1C(=O)C12CCC(C)(C(=O)C1)C2(C)C (stereo unspecified)
  1	0.1	13	-6	-4	3	-14	-12	-7	2
44) COC(=O)C1=C(C)NC2=C(C(=O)CCC2)C1c1cn(Cc2ccc(Br)cc2)nc1-c1ccccc1 (stereo unspecified)
  -2	-18	4	24	0	-2	-20	6	25	4
45) COC(=O)c1csc2c(C(F)(F)F)cc(N3CCN(C(=O)Nc4ccccc4)CC3)nc12
  -2	0.8	12	-12	-1	2	-5	-7	-23	-4
46) Cc1ccccc1-c1nnc(SCC(=O)Nc2cccc(C)c2C)o1
  -3	0.3	20	1	-2	-8	-40	-13	-34	-7
47) COc1ccc(C[C@@H]2CN3C(=NC[C@@H]3Cc3ccc(O)cc3)N2C[C@H](C)NC(=O)CCC2CCCCC2)cc1
  .	0.1	37	5	.	1	.	18	-2	-2
48) CC(=O)N1N=C(c2cccc(NS(C)(=O)=O)c2)CC1c1ccc2c(c1)OCO2 (stereo unspecified)
  3	1.8	.	33	0	8	-48	3	-24	2
49) O=[N+]([O-])c1ccc(N2CCOCC2)cn1
  1	0.3	15	7	4	6	-19	-9	-32	0
50) CC(=O)Nc1sc(C)c(C)c1CN1CCN(Cc2ccccc2)CC1
  0	0.2	16	1	1	-2	-9	0	8	-3
51) Cc1c(/C=N/n2cnnc2)c2ccccc2n1CCOc1ccc(Cl)cc1
  0	-0.1	5	37	5	2	-7	20	37	9
52) Cc1sc(NC(=O)c2cccc(N3C(=O)CCC3=O)c2)nc1-c1ccccc1
  .	0.4	5	-1	.	.	.	0	-1	20
53) NC(=O)C1CCN(C(=O)OCc2ccccc2)CC1
  -3	-0.2	18	-14	0	5	-43	-3	-20	-8
54) Cn1cnnc1SCC(=O)NNC(=O)COc1ccc(Br)cc1
  4	0.5	7	.	5	-6	12	.	23	-6
55) O=C(COC(=O)CSc1ccc2ccccc2c1)NC1CCCC1
  1	0.0	6	-1	6	15	-17	-7	1	-4
56) COc1cc(/C=N/S(=O)(=O)c2ccccc2)cc(OC)c1O
  -2	0.0	11	-10	3	-34	-16	-7	0	-4
57) CC(C)N(Cc1ccccc1)C(=S)Nc1ccccc1F
  4	-0.3	17	-10	0	-12	8	-13	-13	1
58) Cc1ccccc1Nc1nc(N)nc(CN(C)c2ccccc2)n1
  5	1.7	21	-12	4	2	-43	-5	-24	2
59) O=C(c1cc(COc2c(F)cccc2F)on1)N1CCSCC1
  -2	1.9	-70	14	1	14	-57	6	-165	-2
60) N#Cc1ccc(Oc2ccc(S(=O)(=O)N3CCCC3)cn2)cc1
  .	-0.1	1	-11	.	9	.	-4	9	16

(continued)
The line under a structure holds: HSP90 inh	HIF act	AI-2 QS modul	HSF-1 act	IEC-6 cytotox	Platelet DG rel	KLF5 inh	HSF1 inhib	aSyn 5UTR inh	SKKanGAS inh
61) Cc1cc(NC(=O)CSc2nc3ccccc3[nH]2)n(-c2ccccc2)n1
  -2	-0.3	-9	7	-1	2	2	2	50	-6
62) Cc1ccccc1-n1ncc2c1CC(C)(C)CC2NC(=O)CCC1=NNC(=O)CC1 (stereo unspecified)
  4	-0.2	-8	10	6	9	-20	-1	0	-2
63) Fc1ccccc1-c1nc(NC2CCCC2)c2ccccc2n1
  3	-1.0	14	-13	2	5	-32	-3	26	7
64) O=C1c2ccccc2C(=O)N1CCCc1nc(-c2cccnc2)no1
  2	-0.1	6	-1	2	0	7	-8	1	-8
65) CCn1ncc(C2=NOC(C(=O)NCc3ccccc3)C2)c1C (stereo unspecified)
  4	0.4	11	-19	66*	3	52	-5	26	7
66) CC1CC(C)CN(C(=O)c2ccc3c(c2NCCO)C(=O)c2ccccc2C3=O)C1 (stereo unspecified)
  4	-1.5	27	12	0	7	-16	-6	19	9
67) CCOCCCNC(=O)CCCC1=NS(=O)(=O)c2ccccc2N1
  -3	0.6	28	-2	2	-3	-7	1	22	1
68) Cc1noc(C)c1S(=O)(=O)N1CCC(C(=O)Nc2ccc(Br)cc2)CC1
  -3	-0.4	18	-2	-2	-10	-9	-3	5	-4
69) CCC(C)(C)C1CCC(=NNS(=O)(=O)c2ccc(C)c([N+](=O)[O-])c2)CC1 (stereo unspecified)
  4	-0.1	-5	-11	3	3	-16	3	-8	-4
70) COc1ccc(S(=O)(=O)Oc2c(OC)cc(C(=S)N3CCOCC3)cc2OC)cc1
  -2	0.5	7	12	-6	6	-50	-3	0	-7
71) CCOC(=O)N/N=C(\c1ccccc1)C(O)c1ccccc1 (stereo unspecified)
  -1	0.2	55	-4	-10	-3	-15	-2	-10	2
72) O=C(Nc1cccc(F)c1)C1CCN(C(=O)Cc2ccccc2)CC1
  6	-0.4	21	4	4	51*	-22	-3	-3	-4
73) CC(=O)NN1C(=O)c2ccccc2NC1c1ccccc1F (stereo unspecified)
  2	-0.5	14	19	-6	-4	2	1	-4	-3
74) CC(C)Oc1ccc(CCc2n[nH]c(=S)n2Cc2ccccc2)cc1
  0	-0.1	12	-5	-6	-6	-14	-1	0	-6
75) COc1ccc(OC)c(CCNC(=O)C(=O)Nc2ccc3nc4n(c(=O)c3c2)CCCCC4)c1
  2	-0.5	13	-8	-1	6	-7	3	23	57*

Compounds were not picked by outcome, and some 6% of all compounds hit somewhere here.
